EWS-Fli block = blocks EWS/Fli oncoprotein-driven transcription. AID 651661. 350,000 compounds, 0.67% hits. A673 NR0B1-luciferase reporter, viability-normalised. inhibition, % at 12.6 µM;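 active means mean inhibition of at least 50% after viability correction, with every replicate also passing that limit; inconclusive means mean reaches 50% but only one of two replicates passes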;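 further: firefly luciferase signal divided by Alamar Blue viability fluorescence both relative to DMSO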
PAX8 inh HTS = lowers PAX8-driven luciferase in RMG-I cells; RMG-I TPO-luciferase reporter, SteadyGlo, 24 h; inhibition, % at 12.6 µM; 360,000 compounds, 1.2% hits;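 active means mean replicate inhibition at least 60% with every replicate also reaching 60%; inconclusive means only one of the two criteria is met; inactive means mean below 60% and not all replicates reaching 60%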;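 further: luciferase light reporting Pax8 driven TPO promoter activity; plate controls were median of neutral control wells for no effect and mitoxantrone controls for full effect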
F508del corr = correctors of CFTR F508del function in bronchial epithelial cells; activity (quench increase), % at 7.58 µM; CFBE cells, YFP halide quenching; stimulated with forskolin plus potentiator P3; % fluorescence drop versus neutral controls; 350,000 compounds, 0.36% hits; AID 720511;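 active means mean added fluorescence quench of at least 8% versus neutral control, with both replicates also reaching 8%; inconclusive means only one of the mean or replicate conditions met; inactive means mean below 8% and not both replicates reaching 8%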;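 further: cells transiently co-express mutant CFTR-F508del with the halide-sensitive YFP; corrector assay measuring rescue of mutant channel to the surface after 24 h compound exposure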
GSIS activator = GLuc luminescence reporter in INS-1E cells, primary screen for activators of glucose-dependent secretion of insulin; INS-1E GLuc reporter insulin secretion, 2-3 h; activation, % at 16.6 µM; 370,000 compounds, 0.61% hits;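 active means lowest replicate activation of at least 40%, so every replicate reaches that level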;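 further: 0% = median of neutral control wells and 100% = median of IBMX positive control wells; some compounds called inactive have numbers as strong as hits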
miR-122 sensor = blocks miR-122 activity in Huh7 sensor cells; Huh7 miR-122 Renilla luciferase sensor, 48 h; neutral wells = 0, positive control = 100; 340,000 compounds, 0.3% hits; AID 602342; activation (reporter increase), % at 12.5 µM;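 active means mean replicate activation score at least 90 and every replicate individually at or above 90; inconclusive means only one of the two criteria met; inactive means neither criterion met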;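 further: higher luciferase means less miR-122 activity so hits act as miR-122 inhibitors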
FN deposition inh = fibronectin deposition inhibition | AH1F fibroblasts, Alexa488-fibronectin deposition fluorescence, overnight | inhibition, % at 12.6 µM | 350,000 compounds, 0.086% hits | AID 743247;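 active means mean inhibition across replicates of 30% or more, regardless of how many single replicates reach that level; inconclusive means mean under 30% yet at least half of replicates reach 30%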;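 further: positive control wells lacked labelled fibronectin entirely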
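Material: AH1F fibroblast monolayer depositing Alexa488-labelled fibronectin into matrix / Amount: 10000 AH1F cells per well / Signal: fluorescence 485/525 nm / Medium: DMEM, 2% serum / Compound: single dose, pinned / Incubation: 1 h cell adhesion before compound, then overnight fibronectin incubation / Reagent: Alexa488-FN, 24 nM final / Read-out: inhibition of fibronectin deposition signal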
DENV2 CPE = protects cells from dengue virus 2 cytopathic effect; DENV2-infected cells, cytopathic effect rescue, plate reader; CPE inhibition, % at 9.99 µM; 350,000 compounds, 1.7% hits; AID 651640; in the data active means CPE inhibition above about 20%, passing the limit was not always enough; inconclusive means no clear call, values can overlap the other calls; tested in BHK-21 cells;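 further: 0% = median of neutral control wells and 100% = median of positive control wells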
* marks the source's active call; other numbers are inactive results; ? = inconclusive; . = no result given; [ ] = remark or other dose.

SMILES | EWS-Fli block | PAX8 inh HTS | F508del corr | GSIS activator | miR-122 sensor | FN deposition inh | DENV2 CPE
COc1ccc2c3n(nc2c1)CCN=C3c1ccc(Cl)cc1 | 4 | 15 | -3.8 | 23 | . | -9 | 4
O=C(Cc1cccs1)NCc1cccc(Br)c1 | -43 | -68 | -2.3 | -2 | . | . | -1
CC(CCc1ccccc1)NC(=O)C(Cc1ccccc1)NC(N)=O (stereo not given) | -6 | 5 | 0.3 | -4 | -3 | -15 | 7
C[C@@H]1CCCCO[C@H](CN(C)C(=O)NC2CCCCC2)[C@@H](C)CN([C@@H](C)CO)C(=O)c2cc(NC(=O)CCC(F)(F)F)ccc2O1 | -2 | 17 | -1.3 | -10 | -8[16.7 µM] | . | -2
CCOC(=O)[C@H]1[C@H]2COc3ccc(OC)cc3[C@@H]2N2C(=O)c3ccccc3NC(=O)[C@@]12C | -1 | 8 | 2.5 | -1 | -4 | 1 | .
COc1cc(/C=N\NC(=O)CNC(=O)C(c2ccccc2)c2ccccc2)ccc1O | 3 | 2 | -1.6 | -11 | . | 7 | -3
Cc1ccc(S(=O)(=O)Nc2ccc3c(c2)C(=O)N([C@@H](C)CO)C[C@H](C)[C@@H](CN(C)C(=O)Nc2cccc4ccccc24)OCCCC[C@@H](C)O3)cc1 | 19 | 81* | -2.9 | -2 | -7[16.7 µM] | -2 | 1
CCC(=O)N1CCc2cc(S(=O)(=O)N3CCc4ccccc4C3)ccc21 | . | 9 | . | . | 4 | 4 | .
Cc1ccc(S(=O)(=O)Nc2ccc3c(c2)C(=O)N([C@H](C)CO)C[C@@H](C)[C@@H](CN(C)C(=O)Nc2cccc4ccccc24)OCCCC[C@@H](C)O3)cc1 | -1 | -4 | -3.0 | 7 | -15[16.7 µM] | -10 | -12
CCOc1ccc(N2CC(=O)SC2=S)cc1 | 0 | . | 0.3 | 9 | -4 | . | .
COc1cccc(Cn2nc3c4cc(F)ccc4n(Cc4ccc(F)cc4)cc-3c2=O)c1 | -9 | 6 | 2.6 | 11 | . | 2 | -5
CC1CCCN(CC(O)COCc2ccc3c(c2)OCO3)C1 (stereo not given) | -1 | -17 | -0.3 | 7 | 0 | -10 | 6
O=C(COC(=O)c1ccc(-c2ccc([N+](=O)[O-])cc2)o1)NC(=O)NC1CCCCC1 | -5 | -28 | . | . | -2 | -4 | -5
COc1ccccc1-c1csc(NC(=O)c2ccc(N3C(=O)CCC3=O)cc2)n1 | 1 | 6 | 3.0 | 1 | . | 3 | 6
CCOC(=O)C1(CCOc2ccccc2)CCN(Cc2cc(OC)c(O)cc2Cl)CC1 | 19 | -11 | -0.2 | -5 | -3 | -9 | 2
CCCCCC(=O)NC1CCCCN(C)C1=O (stereo not given) | -1 | -4 | 1.7 | 1 | . | 3 | 76*
CC=Cc1ccc2n(c1=O)C[C@H]1[C@H](CO)[C@@H](C(=O)NCc3ccc(F)cc3)N(C)[C@@H]21 (mixture of isomers) | 0 | 8 | -0.9 | -3 | 0[16.7 µM] | . | -1
CCc1ccccc1OCC(=O)OCC(=O)c1c(N)n(C)c(=O)n(C)c1=O | -6 | -11 | 2.6 | -15 | . | -2 | -4
CC(Oc1ccc(Cl)cc1)C(=O)Nc1ccc(S(=O)(=O)Nc2nccs2)cc1 (stereo not given) | 5 | 3 | 0.3 | 52 | 6 | 6 | 6
COc1cccc(C(=O)NCCS(=O)(=O)N2CCN(c3ccccc3)CC2)c1OC | -1 | 13 | -1.1 | . | . | 1 | 11
CN1CCN(Cc2nc(-c3cccs3)no2)CC1c1ccccc1 (stereo not given) | 0 | 3 | -2.9 | -5 | . | -19 | 1
COc1ccc2c(c1)C(=O)Nc1cc(Cl)ccc1N2 | -9 | 16 | 2.1 | . | . | 7 | -3
Cc1cnc(NC(=O)CSc2nnc3ncccn23)s1 | -1 | -6 | -1.2 | 20 | -6 | 0 | -5
COc1ccc(-c2cc3nc(NCC4CCCCC4)n(C)c(=O)c3s2)cc1OC | 4 | -8 | -1.4 | . | 3 | 2 | 1
CCC(=O)Nc1ccc2c(c1)C(=O)N(C)C[C@@H](OC)[C@@H](C)CN(C(=O)c1cccnc1)[C@H](C)CO2 | -4 | . | -0.4 | 3 | 16[16.7 µM] | 0 | -9
Cn1c(Cn2c(=O)sc3ccccc32)nnc1SCC(=O)N1CCCC1 | 0 | -3 | 0.2 | 2 | 2 | 0 | -1
CN(C)S(=O)(=O)c1cccc(C(=O)Nc2ccccc2Cl)c1 | . | . | . | 16 | 2 | 0 | .
CC1=CC(=O)C(C(C)C)=C/C1=N/OC(=O)c1cccc([N+](=O)[O-])c1 | 3 | . | -0.7 | -2 | -8 | . | ?
COc1c2ccoc2c(OC(C)=O)c2oc(C)cc(=O)c12 | -6 | 1 | 0.9 | 21 | 4 | 9 | -1
C=CCNC(=O)c1n[nH]c2c1CC(C(C)(C)CC)CC2 (stereo not given) | -19 | 5 | -2.4 | . | -7 | 9 | -8
CN(CC(=O)Nc1c(Cl)cccc1Cl)C(=O)Cc1ccsc1 | 7 | -4 | -3.0 | . | -10 | -7 | -1
CC(C)NC(=O)Nc1ccc2c(c1)C(=O)N([C@@H](C)CO)C[C@@H](C)[C@@H](CN(C)CC1CC1)OCCCC[C@@H](C)O2 | 1 | -15 | -1.9 | 3 | 1[16.7 µM] | . | .
O=C(NCCCn1ccnc1)C(Cc1ccccc1)N1C(=O)c2ccccc2C1=O (stereo not given) | . | 11 | . | . | 1 | -7 | .
COc1cccc(-c2ccc3c(c2)O[C@H](CN(C)Cc2cccnc2)[C@H](C)CN([C@H](C)CO)S3(=O)=O)c1 | 3 | 34 | ? | -11 | 7[16.7 µM] | -1 | 8
CCOC(=O)c1cnc(-c2ccccc2)nc1Oc1ccc(OC)cc1 | 10 | -5 | -4.2 | 18 | 1 | 5 | -4
COc1cccc(NS(=O)(=O)c2ccc3c(c2)CCN3C(C)=O)c1 | 10 | 17 | 0.5 | -40 | . | 0 | -7
O=C(C[C@@H]1C[C@H]2c3cc(NC(=O)CC4CC4)ccc3O[C@H]2[C@H](CO)O1)NCc1cc(F)ccc1F | 2 | 24 | 1.0 | -6 | -1[16.7 µM] | -6 | -4
Nc1ccccc1SCc1cn2cccnc2n1 | -39 | -16 | -3.4 | -5 | -1 | -8 | -3
COc1ccc(Cc2nnc(NS(=O)(=O)c3ccc(NC(C)=O)cc3)s2)cc1 | 4 | -15 | -1.0 | 8 | -1 | 5 | -3
CCN(c1ccccc1)c1cc2ccccc2c(=O)[nH]1 | . | 10 | 0.8 | 59 | -4 | -4 | ?
Cc1c(C(=O)Nc2ccccc2)cn2c(nc3ccccc32)c1C#N | -16 | 9 | . | . | . | 0 | -3
COc1ccc(S(=O)(=O)N2CCCc3nc(-c4ccccc4)ccc32)cc1 | 40 | 8 | 4.4 | 13 | . | -8 | -9
COc1cc(NC(=O)CN2C(=O)NC(c3ccccc3)(c3ccccc3)C2=O)cc(OC)c1 | -2 | -4 | -2.3 | -16 | -3 | 6 | 5
O=C(C[C@H]1C[C@@H]2c3cc(NC(=O)c4ccc5c(c4)OCO5)ccc3O[C@@H]2[C@H](CO)O1)NCCN1CCCCC1 | -13 | -31 | 0.2 | 4 | 3[16.7 µM] | -12 | ?
COc1ccc(CN(CC(=O)NC2CCCC2)C(=O)CCC(=O)Nc2nc(C)cs2)cc1 | -2 | -5 | 0.5 | 20 | -2 | 4 | 6
CN(C)c1cccc(NC(=O)C2Cc3c(-c4ccccc4Oc4ccccc4)ccnc3O2)c1 (stereo not given) | -1 | 18 | -2.7 | . | . | 14 | 2
CC1CN(C(=O)COC(=O)c2ccc(Cl)nc2)CC(C)O1 (stereo not given) | 3 | -17 | 0.8 | 13 | . | -2 | -4
COC(=O)C(C(=O)OC)c1ccccc1NS(=O)(=O)c1cccc2ccccc12 | 13 | -1 | 0.1 | -11 | . | 3 | -6
CC(C)CCNC(=O)C1CC(c2cccc([N+](=O)[O-])c2)=NO1 (stereo not given) | 3 | -7 | 0.8 | -7 | . | -3 | -10
CCCC#Cc1ccc([C@H]2[C@H](C#N)N(S(C)(=O)=O)[C@H]2CO)cc1 | 0 | 4 | 3.0 | -9 | . | -1 | -3
CSc1nc(N(C)C)nc(N(C)C#N)n1 | -2 | 17 | -0.3 | 19 | . | 16 | -2
Cc1nn(-c2ccccc2)cc1/C=N/NC(=O)c1cccs1 | -33 | -22 | -23 | 19 | 6 | 8 | 1
COc1ccc(NC(=O)N(C)C[C@@H]2Oc3ccc(NC(=O)Cc4cn(C)c5ccccc45)cc3CC(=O)N([C@@H](C)CO)C[C@@H]2C)cc1 | -7 | -6 | 0.6 | -14 | 0[16.7 µM] | . | -5
C[C@H]1CN([C@@H](C)CO)C(=O)Cc2cc(NS(=O)(=O)c3cn(C)cn3)ccc2O[C@@H]1CN(C)S(=O)(=O)c1cn(C)cn1 | -16 | 4 | -0.3 | 21 | -6[16.7 µM] | . | -4
O=C(C1CCCCC1)N1C[C@H]2[C@@H](c3ccccc31)[C@H](CO)N2C(=O)c1ccccc1F | -5 | 1 | 2.2 | 3 | 0[16.7 µM] | . | -16
CO[C@H]1CN(C)C(=O)c2cc(NC(C)=O)ccc2OC[C@H](C)NC[C@@H]1C | -6 | 7 | 1.0 | 15 | . | . | -4
Cc1cccc(C(=O)Nc2ccc(O)c3c(=O)cc(-c4ccccc4Cl)oc23)c1 | -20 | 5 | -3.4 | . | . | -1 | .
CCOC(=O)c1ccc(NC(=O)CN2C(=O)C3C4C=CC(C4)C3C2=O)cc1 (stereo not given) | . | -14 | . | . | -16 | -2 | .
COc1cc(CNC(C)C23CC4CC(CC(C4)C2)C3)cc(OC)c1OC (stereo not given) | 8 | 7 | . | 0 | 0 | -1 | 2
COc1ccccc1Cc1c(-c2ccc(C)cc2)nc2ccc(Br)cn12 | -85 | -175 | 5.4 | -12 | 2 | -9 | 2

Other entries follow.
SMILES | EWS-Fli block | PAX8 inh HTS | F508del corr | GSIS activator | miR-122 sensor | FN deposition inh | DENV2 CPE
CCCc1cn(CC[C@H]2CC[C@H](NS(=O)(=O)c3ccccc3Cl)[C@H](CO)O2)nn1 | 6 | 1 | 1.8 | 4 | . | -3 | -7
CCOC(=O)Cc1csc(NC(=O)Cc2ccc(Cl)cc2)n1 | 3 | -27 | 0.9 | -29 | . | -6 | 2
CCCC(=O)NC(c1ccccc1)c1ccc2cccnc2c1O (stereo not given) | 27 | 79* | -0.2 | . | -25 | -2 | -5
CCOc1ccccc1C(=O)NN1C(=O)C2CCCCC2C1=O (stereo not given) | . | 29 | . | -1 | . | 7 | .
COc1ccc(S(=O)(=O)Nc2c(C)n(C)n(-c3ccccc3)c2=O)cc1Br | -17 | 0 | -1.2 | 20 | -1 | -3 | 2
COc1ccc(C(O)c2nc(-c3cccc(C(=O)O)c3)cs2)cc1 (stereo not given) | -22 | -118 | 2.1 | 2 | -1 | 5 | -2

By substructure: the entries above containing a nitro group on carbon.
SMILES | EWS-Fli block | PAX8 inh HTS | F508del corr | GSIS activator | miR-122 sensor | FN deposition inh | DENV2 CPE
O=C(COC(=O)c1ccc(-c2ccc([N+](=O)[O-])cc2)o1)NC(=O)NC1CCCCC1 | -5 | -28 | . | . | -2 | -4 | -5
CC1=CC(=O)C(C(C)C)=C/C1=N/OC(=O)c1cccc([N+](=O)[O-])c1 | 3 | . | -0.7 | -2 | -8 | . | ?
CC(C)CCNC(=O)C1CC(c2cccc([N+](=O)[O-])c2)=NO1 (stereo not given) | 3 | -7 | 0.8 | -7 | . | -3 | -10

Source: PubChem (Broad Institute)
